Screens as filed in PubChem BioAssay.
STK33 inh: blocks human STK33 kinase activity; inhibition, % at 12.5 µM; 27,000 tested, 0.44% active; Q9BYT3; ADP-Glo luminescence, MBP substrate; AID 2322; in the data active = inhibition above about 20%; inconclusive = no clear call, values can overlap the other calls
Target sequence (Q9BYT3 whole entry, looked up): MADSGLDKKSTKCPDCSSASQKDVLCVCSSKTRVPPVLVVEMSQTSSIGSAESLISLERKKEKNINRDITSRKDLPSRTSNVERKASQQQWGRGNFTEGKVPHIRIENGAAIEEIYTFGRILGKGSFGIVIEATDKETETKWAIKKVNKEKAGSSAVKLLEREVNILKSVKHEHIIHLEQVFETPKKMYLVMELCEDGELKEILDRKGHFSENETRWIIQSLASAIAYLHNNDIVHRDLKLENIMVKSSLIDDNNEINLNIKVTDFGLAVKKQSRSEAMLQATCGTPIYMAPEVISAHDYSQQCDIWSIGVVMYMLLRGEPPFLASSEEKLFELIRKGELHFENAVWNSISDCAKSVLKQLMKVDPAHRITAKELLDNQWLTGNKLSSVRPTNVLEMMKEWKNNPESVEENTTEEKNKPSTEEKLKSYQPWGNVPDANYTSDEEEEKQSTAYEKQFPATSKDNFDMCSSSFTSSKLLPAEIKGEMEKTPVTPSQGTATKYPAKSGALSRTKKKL
mut p53 react: re-activators of the mutant p53 pathway | activation, % at 9.98 µM | SW480 PUMA-promoter luciferase, p53 mutant reactivation | 28,000 tested, 1.5% active; in the data active = activation above about 52%; inconclusive = no clear call, values can overlap the other calls
Numbers without * were called inactive; ? = inconclusive; . = no result given.

structure,STK33 inh,mut p53 react
C[C@@H]1CN([C@@H](C)CO)C(=O)Cc2cc(NC(=O)Nc3ccccc3)ccc2O[C@@H]1CN(C)C(=O)Nc1ccccc1,0,7
COC(=O)C(CC#Cc1ccc2c(c1)[C@]1(C(=O)N2)[C@H](C(=O)N2CCCCCCC2)[C@H]2C(=O)O[C@H](c3ccccc3)[C@H](c3ccccc3)N2[C@@H]1c1ccccc1OCCO)C(=O)OC,17,.
CC(C)(C)C1CCc2c(sc3ncn(CC(=O)NCc4ccco4)c(=O)c23)C1 (centres undefined),0,20
C=CCN1C(=O)[C@]2(O[C@H](CCO)[C@@H]([Si](C)(C)c3ccc(OC)cc3)[C@@H]2C)c2cc(NC(=O)[C@H](C)O)ccc21,-3,.
COc1cc(C2NC(=O)NC(c3ccccc3)=C2C(=O)c2ccccc2)cc(I)c1OCC(=O)O (centres undefined),-5,-1
COc1cc(NC(=S)NC(=O)C(C)Oc2ccc(Cl)cc2Cl)c(OC)cc1Cl (centres undefined),0,8
COc1ccc(OC)c(NC(=O)Cn2cc(C(=O)C3CC3)c3ccccc32)c1,-3,13
COc1ccc(Cl)cc1N(CC(=O)Nc1cc(Cl)ccc1C)S(C)(=O)=O,-4,3
C[C@@H]1CCCCO[C@@H](CN(C)C(=O)Cc2ccccc2)[C@@H](C)CN([C@@H](C)CO)C(=O)c2cc(NC(=O)Nc3ccc(F)cc3)ccc2O1,.,-18
C[C@@H]1CN([C@H](C)CO)C(=O)Cc2cc(NS(=O)(=O)c3ccc(F)cc3)ccc2O[C@H]1CN(C)Cc1ccc(C(F)(F)F)cc1,5,.
C[C@H]1CN([C@@H](C)CO)C(=O)c2cc(-c3ccc(F)cc3)cnc2O[C@@H]1CN(C)C(=O)Cc1ccccc1,.,8
C[C@H]1CN([C@@H](C)CO)C(=O)Cc2cc(NC(=O)CCN3CCOCC3)ccc2O[C@H]1CN(C)Cc1ccncc1,.,4
C[C@@H]1CCCCO[C@@H](CN(C)S(=O)(=O)c2cn(C)cn2)[C@@H](C)CN([C@H](C)CO)C(=O)c2cc(NS(=O)(=O)c3ccc(Cl)cc3)ccc2O1,-4,.
C[C@H]1CN([C@@H](C)CO)C(=O)c2cc(NC(=O)Nc3cccc4ccccc34)ccc2O[C@H]1CN(C)S(=O)(=O)c1ccccc1,3,.
Cc1cccc(C)c1OCC(=O)Nc1ccc([N+](=O)[O-])cc1O,-3,4
COc1ccc(NC(=O)Nc2ccc3c(c2)CC(=O)N([C@H](C)CO)C[C@@H](C)[C@H](CN(C)C(=O)Nc2ccc4c(c2)OCO4)O3)cc1,-2,.
Cc1cc(Br)c(NC(=O)CSc2ncn(-c3ccccc3)n2)cc1C,-1,-3
COc1ccc(CN(C)C[C@@H]2Oc3ccc(NC(=O)Nc4ccc5c(c4)OCO5)cc3CC(=O)N([C@H](C)CO)C[C@H]2C)cc1,-1,5
Cc1sc2nc(SCC(=O)Nc3ccc4c(c3)OCCO4)n(-c3ccccc3)c(=O)c2c1C,-2,10
C[C@@H]1CN([C@@H](C)CO)C(=O)Cc2cc(NC(=O)Cc3ccccc3)ccc2O[C@H]1CN(C)Cc1ccc(C(F)(F)F)cc1,.,-20
COc1cc2c(cc1OC)CN(C(=O)[C@@H]1[C@H]3C(=O)O[C@H](c4ccccc4)[C@H](c4ccccc4)N3[C@H](c3ccc(O)cc3)[C@@]13C(=O)Nc1ccc(C#CCCO)cc13)CC2,1,.
C[C@@H]1CCCCO[C@H](CN(C)C)[C@H](C)CN([C@H](C)CO)C(=O)c2cc(NS(C)(=O)=O)ccc2O1,.,10
COC(=O)c1cn(CC(N)=O)c2ccccc12,0,-1
Cc1ccc(S(=O)(=O)Nc2ccc3c(c2)CC(=O)N([C@H](C)CO)C[C@H](C)[C@@H](CN(C)C(=O)Nc2c(C)noc2C)O3)cc1,.,-1

A few values from above:
Cc1cc(Br)c(NC(=O)CSc2ncn(-c3ccccc3)n2)cc1C – mut p53 react: -3
C[C@@H]1CN([C@@H](C)CO)C(=O)Cc2cc(NC(=O)Cc3ccccc3)ccc2O[C@H]1CN(C)Cc1ccc(C(F)(F)F)cc1 – mut p53 react: -20

Remaining list, next part
structure,STK33 inh,mut p53 react
Cc1noc(C)c1NC(=O)N(C)C[C@H]1Oc2ccc(NS(=O)(=O)c3ccc(F)cc3)cc2C(=O)N([C@H](C)CO)C[C@H]1C,.,5
CN(C)CCCN1C(=O)[C@@]2(Cc3ccccc31)c1ccccc1C(=O)N(Cc1ccccc1)[C@H]2c1ccc(CO)cc1,9,.
O=C(Nc1ccc2c(c1)OCCO2)c1ccc(CNS(=O)(=O)c2cccc(C(F)(F)F)c2)cc1,-1,-4
C[C@@H]1CN([C@H](C)CO)C(=O)c2cccc(NS(C)(=O)=O)c2O[C@H]1CN(C)C(=O)NC1CCCCC1,.,7
C[C@H]1CN([C@@H](C)CO)C(=O)c2cccc(NC(=O)NC3CCCCC3)c2O[C@@H]1CN(C)C(=O)Nc1ccccc1,.,2
COc1ccc(CN(C)C[C@H]2OCc3cn(nn3)CCCC(=O)N([C@H](C)CO)C[C@@H]2C)cc1,4,.
C[C@@H]1CN([C@H](C)CO)C(=O)Cc2cc(NC(=O)Cc3ccccc3)ccc2O[C@H]1CN(C)S(=O)(=O)c1cccs1,.,3
CNC[C@@H]1Oc2ccc(NC(=O)Nc3c(C)noc3C)cc2C(=O)N([C@@H](C)CO)C[C@H]1C,.,-1
O=C(CSc1n[nH]c(-c2ccc(Cl)cc2)n1)Nc1cccc(Br)c1,2,-6
COc1ccc(NC(=O)Nc2cccc3c2O[C@H](CN(C)S(=O)(=O)c2cccs2)[C@H](C)CN([C@@H](C)CO)C3=O)cc1,.,-2
COc1ccccc1NC(=O)C(CCS(C)(=O)=O)N1C(=O)c2ccc(Br)cc2C1=O (centres undefined),-4,-10
O=C1N(CCS(=O)(=O)c2ccccc2)Cc2ccccc2[C@H]2OC(c3ccc(OCCCO)cc3)=N[C@@]12Cc1ccccc1,14,.
C[C@H]1CN([C@@H](C)CO)C(=O)c2cccc(NS(=O)(=O)c3cn(C)cn3)c2O[C@H]1CN(C)CC1CC1,.,2
CC(C)NC(=O)N(C)C[C@@H]1Oc2ccc(NS(=O)(=O)c3ccc(Cl)cc3)cc2CC(=O)N([C@H](C)CO)C[C@@H]1C,0,.
O=C(CSc1nnnn1-c1ccccc1)Nc1ccc(Br)c(Cl)c1,-2,-9
COc1ccc(S(=O)(=O)N(C)C[C@@H]2OCCCC[C@@H](C)Oc3ccc(NS(=O)(=O)c4cccs4)cc3C(=O)N([C@H](C)CO)C[C@@H]2C)cc1,-3,.
CCn1c(SCC(=O)Nc2ccc(C(=O)O)cc2)nnc1-c1ccc(C)cc1,5,-2
CC(C)CC#Cc1ccc2c(c1)O[C@@H](CN(C)C(=O)c1cnccn1)[C@H](C)CN([C@H](C)CO)S2(=O)=O,.,-4
O=C1O[C@H](c2ccccc2)[C@H](c2ccccc2)N2[C@H]1[C@@H](C(=O)O)[C@]1(C(=O)Nc3ccc(C#CCCO)cc31)[C@H]2c1ccc(O)cc1,2,.
Cc1noc(C)c1NC(=O)Nc1ccc2c(c1)CC(=O)N([C@@H](C)CO)C[C@H](C)[C@H](CN(C)S(=O)(=O)c1cn(C)cn1)O2,0,-10
Cc1sc2ncnc(SCC(=O)c3ccc4ccccc4c3)c2c1C,0,12
C[C@H]1CN([C@@H](C)CO)C(=O)c2cc(NC(=O)CCCN(C)C)ccc2O[C@@H]1CN(C)Cc1ccncc1,-1,.
C[C@@H]1CN([C@@H](C)CO)C(=O)c2cc(C#CCN(C)C)cnc2O[C@@H]1CN(C)Cc1ccc2c(c1)OCO2,.,16
CC(C)NC(=O)Nc1ccc2c(c1)C(=O)N([C@@H](C)CO)C[C@H](C)[C@H](CN(C)CC1CCCCC1)O2,0,.

The last 4 records of the part above lead into the next:
structure,STK33 inh,mut p53 react
Cc1sc2ncnc(SCC(=O)c3ccc4ccccc4c3)c2c1C,0,12
C[C@H]1CN([C@@H](C)CO)C(=O)c2cc(NC(=O)CCCN(C)C)ccc2O[C@@H]1CN(C)Cc1ccncc1,-1,.
C[C@@H]1CN([C@@H](C)CO)C(=O)c2cc(C#CCN(C)C)cnc2O[C@@H]1CN(C)Cc1ccc2c(c1)OCO2,.,16
CC(C)NC(=O)Nc1ccc2c(c1)C(=O)N([C@@H](C)CO)C[C@H](C)[C@H](CN(C)CC1CCCCC1)O2,0,.
COc1ccc(NC(=O)CSc2nc(C34CC5CC(CC(C5)C3)C4)ccc2C#N)cc1,1,0
C[C@H]1CN([C@@H](C)CO)C(=O)Cc2cc(NC(=O)Nc3ccccc3)ccc2O[C@H]1CN(C)Cc1ccccc1,-9,.
C[C@H]1CN([C@@H](C)CO)C(=O)Cc2cc(NC(=O)Nc3cccc4ccccc34)ccc2O[C@@H]1CN(C)C(=O)Nc1cccc2ccccc12,-10,-9
CNC[C@H]1Oc2ncc(-c3ccc(C#N)cc3)cc2C(=O)N([C@@H](C)CO)C[C@H]1C,.,5
C[C@@H]1CN([C@H](C)CO)C(=O)c2cc(NS(C)(=O)=O)ccc2O[C@H]1CN(C)Cc1ccncc1,.,4
C[C@@H]1CN([C@H](C)CO)C(=O)CCCn2cc(nn2)CO[C@@H]1CN(C)C(=O)Nc1ccc2c(c1)OCCO2,0,.
CC1CCc2c(sc3ncn(CC(=O)Nc4c(C(C)C)cccc4C(C)C)c(=O)c23)C1 (centres undefined),3,-14
O=C(C[C@@H]1C[C@@H]2c3cc(NC(=O)c4cccnc4)ccc3O[C@@H]2[C@@H](CO)O1)NCCc1ccccc1,.,6
CC(C)NC(=O)Nc1ccc2c(c1)CC(=O)N([C@H](C)CO)C[C@@H](C)[C@@H](CN(C)Cc1ccc(Cl)c(Cl)c1)O2,-1,.
CCn1c(SCC(=O)Nc2ccc(Br)c(Cl)c2)nnc1-c1ccccc1F,1,-5
Cc1ccc(SCCC(=O)N2CCN(c3ncc(C(F)(F)F)cc3Cl)CC2)cc1,.,-10
COc1ccc(-c2coc3c(OC)c(OC)ccc3c2=O)cc1,-1,.
C[C@H]1CCCCO[C@@H](CN(C)C(=O)Nc2ccccc2)[C@@H](C)CN([C@@H](C)CO)C(=O)c2cc(NC(=O)Nc3ccc(F)cc3)ccc2O1,.,-12
C[C@@H]1CN([C@H](C)CO)C(=O)c2cc(NS(=O)(=O)c3cccs3)ccc2O[C@@H](C)CCCCO[C@@H]1CN(C)C(=O)C1CCCCC1,.,-4
C=CS(=O)(=O)c1ccc(OC)c(N)c1,0,.
C[C@H]1CN([C@@H](C)CO)C(=O)CCCn2nncc2CO[C@H]1CN(C)Cc1cccc(O)c1,-5,.
O=C(O)CCC(=O)Nc1ccc(C(=O)O)cc1,-2,-3
O=C(COc1ccc([N+](=O)[O-])cc1)Nc1ccc(-c2nc3ccccc3o2)cc1,2,26
CCOc1ccc(Br)cc1S(=O)(=O)NC1CC(C)(C)NC(C)(C)C1,-1,-1
CC(C)NCC(O)COc1ccc(CCOCC2CC2)cc1 (centres undefined),0,.
O=C1O[C@@H](c2ccccc2)[C@@H](c2ccccc2)N2[C@@H](c3ccccc3OCCO)[C@]3(C(=O)Nc4ccccc43)[C@@H](C(=O)N3CCN(c4ncccn4)CC3)[C@H]12,11,.
C[C@H]1CN([C@@H](C)CO)C(=O)Cc2cc(NC(=O)Cc3cn(C)c4ccccc34)ccc2O[C@@H]1CN(C)Cc1ccc(-c2ccccc2)cc1,4,.
Cc1noc(C)c1S(=O)(=O)Nc1ccc2c(c1)C(=O)N([C@@H](C)CO)C[C@H](C)[C@@H](CN(C)S(=O)(=O)c1cn(C)cn1)O2,1,.
C=C1C2CCC3[C@]4(C)CCC[C@@](C)(C(=O)O)C4CC[C@]3(C2)C1OC(C)=O (some centres undefined),-5,-10
CC(C)CC#Cc1cnc2c(c1)C(=O)N([C@@H](C)CO)C[C@@H](C)[C@@H](CN(C)Cc1ccc(F)cc1)O2,.,-11
C[C@@H]1CN([C@@H](C)CO)C(=O)Cc2cc(NC(=O)Cc3ccccc3)ccc2O[C@@H]1CN(C)CC1CCCCC1,1,.
COc1ccc(S(=O)(=O)N(C)C[C@H]2Oc3c(NC(=O)c4ccncc4)cccc3C(=O)N([C@@H](C)CO)C[C@H]2C)cc1,.,2
COCC#Cc1ccc2c(c1)O[C@@H](CN(C)C(=O)c1ccccc1F)[C@@H](C)CN([C@H](C)CO)S2(=O)=O,.,4
COC(=O)c1cccc(-n2c(CCC(=O)O)ccc2-c2cccs2)c1,4,63*
COc1ccc(-n2c(CSc3nnc(-c4ccc(OC)c(OC)c4)n3-c3ccccc3)n[nH]c2=S)cc1,0,-11
COc1ccc(-c2ccc3c(c2)O[C@H](CN(C)C(=O)Nc2ccccc2F)[C@@H](C)CN([C@H](C)CO)S3(=O)=O)cc1,.,-18
Cc1ccc(S(=O)(=O)Nc2ccc3c(c2)C(=O)N([C@@H](C)CO)C[C@@H](C)[C@@H](CN(C)Cc2ccc4c(c2)OCO4)OCCCC[C@@H](C)O3)cc1,.,-31
Cc1noc(C)c1S(=O)(=O)N(C)C[C@@H]1Oc2ccc(NS(=O)(=O)c3ccccc3)cc2CC(=O)N([C@H](C)CO)C[C@H]1C,-1,.
COC(=O)C(CC#Cc1ccc2c(c1)[C@]1(C(=O)N2)[C@H](C(=O)N2CCCCCCC2)[C@H]2C(=O)O[C@H](c3ccccc3)[C@H](c3ccccc3)N2[C@@H]1c1ccc(OCCO)cc1)C(=O)OC,?,.
C[C@H]1CN([C@@H](C)CO)C(=O)c2cc(NC(=O)Nc3cccc4ccccc34)ccc2O[C@@H]1CN(C)C(=O)Nc1ccccc1,0,.
Cc1noc(C)c1S(=O)(=O)N(C)C[C@H]1OCCCC[C@@H](C)Oc2ccc(NC(=O)C3CCCCC3)cc2C(=O)N([C@H](C)CO)C[C@@H]1C,1,.

Only part of the results is shown; rates above refer to the full screens.
